Compound activity from PubChem.
p47phox inh = p47phox/p22phox peptide binding inhibitors, primary screen, biochemical, uHTS, NADPH oxidase regulatory subunit. Neutrophil cytosol factor 1 (Homo sapiens), P14598. fluorescence polarization, 2 h. inhibition, % at 24.7 µM. 220,000 tested, 0.53% active. AID 1274, 2008;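 active = inhibition above about 30%, limit read from the data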;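 note: 0% = p47phox with labelled peptide and 100% = labelled peptide alone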
Target sequence (P14598 whole entry, looked up): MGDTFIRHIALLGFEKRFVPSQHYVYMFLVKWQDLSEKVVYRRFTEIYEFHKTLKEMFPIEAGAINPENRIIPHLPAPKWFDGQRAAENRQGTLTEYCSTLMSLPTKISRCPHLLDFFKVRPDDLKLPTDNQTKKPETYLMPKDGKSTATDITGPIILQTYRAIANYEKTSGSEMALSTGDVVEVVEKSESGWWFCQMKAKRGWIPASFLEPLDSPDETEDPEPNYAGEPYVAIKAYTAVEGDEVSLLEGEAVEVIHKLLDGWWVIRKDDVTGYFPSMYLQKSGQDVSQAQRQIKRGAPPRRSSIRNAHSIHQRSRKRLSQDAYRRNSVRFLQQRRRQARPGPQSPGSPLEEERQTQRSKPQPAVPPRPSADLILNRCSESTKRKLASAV
Runt-SMMHC FRET = inhibitors of RUNX1 Runt–CBFb-SMMHC binding, primary screen, biochemical, FRET, Cerulean-Runt, Venus-CBFb-SMMHC, uHTS; Runt-related transcription factor 1 (Homo sapiens) + Core-binding factor subunit beta …; inhibition, % at 20 µM; 220,000 tested, 0.74% active; Cerulean-Runt/Venus-CBFb-SMMHC FRET ratio 530/480, 1 h;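 active = mean inhibition across duplicate retests at 20 µM reaching about 50%, limit read from the data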;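 note: 0% = DMSO wells and 100% = wells with excess untagged CBFb-SMMHC; inhibitors lower the FRET ratio by blocking Runt binding to CBFb-SMMHC; some results filed as inactive read as strong as hits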
EBV gp42 inh = Epstein-Barr virus gp42 inhibitors, primary screen, biochemical, uHTS, fluorescence polarization. Fluorescence polarization binding assay, mP read-out. inhibition, % (tested at 21.74 µM). 220,000 tested, 0.42% active; in the data active = inhibition above about 50%
Target sequence (Q1HVG2 whole entry, looked up): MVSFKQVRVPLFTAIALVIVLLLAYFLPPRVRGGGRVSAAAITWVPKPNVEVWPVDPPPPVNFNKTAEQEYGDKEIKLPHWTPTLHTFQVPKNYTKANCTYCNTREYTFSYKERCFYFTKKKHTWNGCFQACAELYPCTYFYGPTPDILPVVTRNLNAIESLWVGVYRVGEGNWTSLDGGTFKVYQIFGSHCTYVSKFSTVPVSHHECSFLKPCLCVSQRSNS
PPC-1+TRAIL kill = compounds killing PPC-1 cancer cells with TRAIL present, primary screen, TRAIL potentiator project, ATPLite luminescence, uHTS. PPC-1 cells + TRAIL, ATPLite viability luminescence. cell killing (% activity), % at 4 µM. 220,000 tested, 0.41% active. AID 1443, 2008;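 active = cell killing above 50% in the first pass at 4 µM, then a duplicate retest at 5 µM averaging 50% or more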;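 note: plate controls were cells with TRAIL plus DMSO for no effect and medium-only wells lacking cells for full effect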
zfTRPN1 agonist = zebrafish TRPN1 channel agonists, primary screen, cell-based, HEK293, calcium fluorescence; 220,000 tested, 0.18% active; AID 1424, 2008; activation, % at 3 µM; HEK293 zebrafish TRPN1-YFP, Fluo-8 calcium fluorescence; 100% = response to 87 µM carbachol; transient receptor potential cation channel N1 (TRPN1/NompC), Danio rerio;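 active = activation above its plate's cutoff, the mean activation of test wells on that plate plus 3 SD, cut at about 19% in these data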;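 note: 0% = DMSO alone and 100% = 87 µM carbachol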
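Control set: carbachol 87 µM as high control, DMSO as low control; system: HEK293 stable line with zebrafish TRPN1-YFP; read-out: % activation versus carbachol response; detection: intracellular calcium fluorescence with Fluo-8; doses: single test compound dose, 3 µM nominal, 0.3% DMSO; schedule: dye 1 h 37 °C plus 30 min RT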
CHOP inhibitor = inhibitors of CHOP promoter induction, primary screen, cell-based, unfolded protein response, luciferase reporter; CHO-K1 CHOP-promoter luciferase, tunicamycin-induced, 15-18 h; inhibition, % at 10 µM; 220,000 tested, 3.8% active;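 active = compounds that reduced the stress-induced luciferase reporter signal by more than about 70% of percent inhibition, limit read from the data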;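 note: 0% = tunicamycin plus vehicle and 100% = wells without tunicamycin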
MDM2 E3 inh = MDM2-luciferase reporter signal enhancers, primary screen, MDM2 E3 ligase inhibitor project, cell-based, luminescence, 1536-well | cell-based MDM2 ubiquitination luciferase reporter, 2 h; 0 = plate control, 100 = twice control, blank-subtracted | 210,000 tested, 0.11% active | AID 1230, 2008 | signal enhancement, % at 5 µM;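 active = signal enhancement of 30% or more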;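 note: luminescence tracks abundance of the self-degrading MDM2-luciferase fusion protein; higher signal means inhibition of MDM2 E3 ligase activity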
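Test system: mammalian cells stably expressing self-ubiquitinating, self-degrading MDM2 E3–luciferase fusion; Amount: 2000 cells in each well; Medium: DMEM; Schedule: 4 h settle plus 2 h compound, 37 °C; Technique: SteadyLite luciferase luminescence after 15 min room-temperature reagent incubation; Benchmarks: plate control and blank wells.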
TRPML3 agonist = human TRPML3 channel agonists, primary screen, cell-based, HEK293 TRPML3-YFP, Fluo-8 calcium fluorescence, 3 µM; 100% = the carbachol control signal; activation, % at 3 µM; 220,000 tested, 0.29% active; AID 1448, 2008;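 active = activation above its plate's cutoff, the mean activation of the plate's test wells plus 3 SD, cut at about 12% in these data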;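 note: 0% = DMSO only wells and 100% = carbachol wells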
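Test system – HEK293 line with stable expression of human TRPML3-YFP channel · Control set – carbachol 87 µM final as high control (100%), DMSO as low control (0%) · Signal – Fluo-8 calcium dye fluorescence, ex 470-495, em 515-575 nm · Incubation – 1-h 37 °C dye load, 5-s basal, 120-s post-compound reads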
TNF necrop inh = inhibitors of TNF-alpha triggered necroptosis, primary screen, cell-based, Jurkat FADD-/-, single concentration | activation (protection from cell death), % at 10 µM | AID 463075, 2010 | 220,000 tested, 0.068% active | Jurkat FADD-/- TNF necroptosis rescue, ATP luminescence, 24 h; 0 = TNF only, 100 = no-TNF cells;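 active = activation, meaning protection from cell death, of at least 50% relative to plate controls; inactive = activation below 50%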;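 note: necroptosis triggered by 40 ng/mL TNF-alpha added together with compound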
* marks the source's active call; other numbers are inactive results.

Screening COc1ccc(OC)c(-n2c(CN3CCC(C(N)=O)CC3)nc3ccccc3c2=O)c1 returned p47phox inh -1.7, Runt-SMMHC FRET -0.4, EBV gp42 inh -28.2, PPC-1+TRAIL kill 24.2, zfTRPN1 agonist 1.3, CHOP inhibitor -23.1, MDM2 E3 inh -9.9, TRPML3 agonist -0.4 and TNF necrop inh -0.4.
For Cc1cccc(C)c1NC(=O)COn1nnc2ccc(C(F)(F)F)cc21 the results were p47phox inh -7.3, Runt-SMMHC FRET 2.4, EBV gp42 inh -3.9, PPC-1+TRAIL kill 6.5, zfTRPN1 agonist 0.4, CHOP inhibitor 18.2, MDM2 E3 inh 9.0, TRPML3 agonist 0.3 and TNF necrop inh -0.1.
O=C(c1noc2c1CCCC2)N1CCN(Cc2ccccc2)CC1 was read as p47phox inh -6.0, Runt-SMMHC FRET 2.0, EBV gp42 inh -12.2, PPC-1+TRAIL kill 18.0, zfTRPN1 agonist 0.7, CHOP inhibitor 1.1, MDM2 E3 inh -1.1, TRPML3 agonist 0.3 and TNF necrop inh 0.6.
Screening CC(=O)N(C)c1ccc(OCC(O)CN(Cc2ccco2)S(=O)(=O)c2ccc(C)cc2)cc1 (centres undefined) returned p47phox inh -0.9, Runt-SMMHC FRET -5.3, EBV gp42 inh -10.8, PPC-1+TRAIL kill 23.2, zfTRPN1 agonist 3.9, CHOP inhibitor 20.4, MDM2 E3 inh -24.3, TRPML3 agonist 0.7 and TNF necrop inh -4.6.
Screening O=C(NCc1ccccn1)NC1CCCCC1 returned p47phox inh -1.3, Runt-SMMHC FRET -0.1, EBV gp42 inh 16.3, PPC-1+TRAIL kill 24.0, zfTRPN1 agonist 1.3, CHOP inhibitor 8.5, MDM2 E3 inh 0.7, TRPML3 agonist 0.6 and TNF necrop inh 1.2.
Screening CCOC(=O)C1(Cc2ccccc2)CCN(Cc2cccn2-c2nccs2)CC1 returned p47phox inh -2.2, Runt-SMMHC FRET -0.9, EBV gp42 inh -3.2, PPC-1+TRAIL kill -5.9, zfTRPN1 agonist -1.5, CHOP inhibitor 11.3, MDM2 E3 inh -12.9, TRPML3 agonist -0.6 and TNF necrop inh 0.8.
For Cc1ccc(NC(=O)C2CCCN(C(=O)c3ccc(Cl)cc3)C2)cc1C (centres undefined) the results were p47phox inh -7.3, Runt-SMMHC FRET 0.7, EBV gp42 inh -11.0, PPC-1+TRAIL kill 13.7, zfTRPN1 agonist -0.7, CHOP inhibitor 17.9, MDM2 E3 inh -6.9, TRPML3 agonist 0.1 and TNF necrop inh 0.3.
For CCN1CC=C2C(C#N)=C(N)C(C#N)(C#N)C(CCc3ccccc3)C2C1 (centres undefined) the results were p47phox inh -27.0, Runt-SMMHC FRET 37.9, EBV gp42 inh 81.1*, PPC-1+TRAIL kill 10.6, zfTRPN1 agonist 9.8, CHOP inhibitor -23.3, MDM2 E3 inh -18.2, TRPML3 agonist 6.2 and TNF necrop inh -0.9.
CCN1CCCC1CNC(=O)C(NC(=O)C1CCC(C)CC1)C(C)C (centres undefined) was read as p47phox inh 4.8, Runt-SMMHC FRET -4.7, EBV gp42 inh -16.5, PPC-1+TRAIL kill 11.5, zfTRPN1 agonist 0.6, CHOP inhibitor -7.4, MDM2 E3 inh -5.9, TRPML3 agonist -0.7 and TNF necrop inh 0.7.
For Cc1ccc(CSCCNC(=O)c2ccccc2)cc1 the results were p47phox inh -9.0, Runt-SMMHC FRET 5.1, EBV gp42 inh -14.1, PPC-1+TRAIL kill 15.7, zfTRPN1 agonist -3.3, CHOP inhibitor -7.0, MDM2 E3 inh 7.1, TRPML3 agonist -1.9 and TNF necrop inh 1.5.
`CC(OC(=O)c1ccc(S(=O)(=O)N(C)C)cc1)C(=O)Nc1ccc(Cl)cn1` (centres undefined) gave p47phox inh -25.8, Runt-SMMHC FRET 3.6, EBV gp42 inh -1.9, PPC-1+TRAIL kill 29.1, zfTRPN1 agonist 0.0, CHOP inhibitor 5.3, MDM2 E3 inh -11.4, TRPML3 agonist 1.0 and TNF necrop inh 3.0.
For COc1ccc(N2C(=O)C3CCCN3C2c2cccc(C)c2)cc1 (centres undefined) the results were p47phox inh -5.6, Runt-SMMHC FRET -1.6, EBV gp42 inh -6.1, PPC-1+TRAIL kill -8.6, zfTRPN1 agonist 0.7, CHOP inhibitor 42.9, MDM2 E3 inh -7.7, TRPML3 agonist 0.3 and TNF necrop inh 0.2.
For Cc1ccccc1-c1nnn(CC(=O)NCc2ccc3c(c2)OCO3)n1 the results were p47phox inh -0.9, Runt-SMMHC FRET -1.0, EBV gp42 inh 0.1, PPC-1+TRAIL kill -11.3, zfTRPN1 agonist -2.1, CHOP inhibitor 27.1, MDM2 E3 inh 7.2, TRPML3 agonist 0.0 and TNF necrop inh -1.5.
O=C(CCN1C(=O)c2ccccc2C1=O)Nc1ccc(-c2nc3ccccc3s2)cc1 was read as p47phox inh 14.9, Runt-SMMHC FRET 3.1, EBV gp42 inh -13.9, PPC-1+TRAIL kill 1.2, zfTRPN1 agonist -1.7, CHOP inhibitor 28.9, MDM2 E3 inh -16.0, TRPML3 agonist 0.4 and TNF necrop inh 2.1.
C/C=C\C=C\C(=O)N1CC2(CC(c3cccc(NC(=O)/C(C)=C\C)c3)=NO2)C[C@H]1C(N)=O (some centres undefined) was read as p47phox inh -0.2, Runt-SMMHC FRET -2.4, EBV gp42 inh -17.9, PPC-1+TRAIL kill 11.3, CHOP inhibitor -9.8, MDM2 E3 inh -14.1 and TNF necrop inh 2.7.
Screening O=C(c1nnc(Cc2ccc(Cl)cc2)o1)N1CCc2ccccc2C1 returned p47phox inh 11.1, Runt-SMMHC FRET 1.2, EBV gp42 inh 7.4, PPC-1+TRAIL kill 2.5, zfTRPN1 agonist -0.8, CHOP inhibitor -11.1, TRPML3 agonist -0.1 and TNF necrop inh 22.7.
Screening CCOC(=O)CNC(=O)c1cn(CC(C)C)c(=O)c2cc(OC)c(OC)cc12 returned p47phox inh -10.2, Runt-SMMHC FRET -8.1, EBV gp42 inh -10.1, PPC-1+TRAIL kill 22.8, zfTRPN1 agonist 0.0, CHOP inhibitor -8.2, MDM2 E3 inh 1.4, TRPML3 agonist 0.3 and TNF necrop inh 0.2.
`O=C(Cc1cccs1)Nc1nc2c(s1)CCCC2` gave p47phox inh -3.3, Runt-SMMHC FRET -8.4, EBV gp42 inh -9.8, PPC-1+TRAIL kill 13.9, zfTRPN1 agonist 0.2, MDM2 E3 inh -45.4, TRPML3 agonist 0.1 and TNF necrop inh 13.0.
`CCOC(=O)c1c(NC(=O)CSc2nnc(C)s2)sc2c1CCC(C)C2` (centres undefined) gave p47phox inh -21.1, Runt-SMMHC FRET -5.8, EBV gp42 inh -3.5, PPC-1+TRAIL kill -1.3, zfTRPN1 agonist -1.0, CHOP inhibitor 56.4, MDM2 E3 inh 1.0, TRPML3 agonist 0.8 and TNF necrop inh -0.5.
COc1ccc(C(=O)N/N=C/c2ccc(OC)c(OS(=O)(=O)c3ccccc3)c2)cc1 was read as p47phox inh -14.8, Runt-SMMHC FRET 1.2, EBV gp42 inh -7.8, PPC-1+TRAIL kill 13.5, zfTRPN1 agonist 1.5, CHOP inhibitor 21.2, MDM2 E3 inh -3.5, TRPML3 agonist 0.4 and TNF necrop inh 3.6.
For O=C(CCCOc1ccc(Cl)cc1)N1CCOCC1 the results were p47phox inh 2.7, Runt-SMMHC FRET 0.2, EBV gp42 inh -5.7, PPC-1+TRAIL kill 1.7, zfTRPN1 agonist -0.4, CHOP inhibitor -24.4, MDM2 E3 inh -10.1, TRPML3 agonist 0.9 and TNF necrop inh -0.4.
CCCC1=NN(C(=O)Cc2ccc(OC)c(OC)c2)C(O)(C(F)(F)F)C1 (centres undefined) was read as p47phox inh -17.9, Runt-SMMHC FRET -0.6, EBV gp42 inh -2.2, PPC-1+TRAIL kill 13.6, zfTRPN1 agonist 0.8, CHOP inhibitor 17.4, MDM2 E3 inh -10.6, TRPML3 agonist 0.0 and TNF necrop inh -0.3.
Screening Cc1ccc(CNCC(=O)Nc2ccc(N3CCOCC3)cc2)cc1 returned p47phox inh 6.2, Runt-SMMHC FRET -5.6, EBV gp42 inh 0.6, PPC-1+TRAIL kill -5.0, zfTRPN1 agonist 1.0, CHOP inhibitor 6.2, MDM2 E3 inh -6.0, TRPML3 agonist 0.6 and TNF necrop inh 3.4.
For CC(=O)Nc1c(-c2ccc(F)cc2)nc2ccccn12 the results were p47phox inh -8.6, Runt-SMMHC FRET 2.2, EBV gp42 inh -10.6, PPC-1+TRAIL kill 7.2, zfTRPN1 agonist 1.6, CHOP inhibitor 23.0, MDM2 E3 inh -5.2, TRPML3 agonist 0.1 and TNF necrop inh -0.9.
Screening O=C(NNC(=O)c1c(F)cccc1F)c1ccccc1OC(F)(F)F returned p47phox inh 1.1, Runt-SMMHC FRET 0.2, EBV gp42 inh -11.2, PPC-1+TRAIL kill 6.0, zfTRPN1 agonist 1.2, CHOP inhibitor 2.5, MDM2 E3 inh -7.0, TRPML3 agonist -0.4 and TNF necrop inh 4.4.
`CCOC(=O)C1=C(N)n2c(s/c(=C\c3ccncc3)c2=O)=C(C(=O)OCC)C1c1ccncc1` (centres undefined) gave p47phox inh 16.4, EBV gp42 inh -22.0, zfTRPN1 agonist 0.8, CHOP inhibitor 41.9, MDM2 E3 inh -8.2, TRPML3 agonist 0.9 and TNF necrop inh -2.1.
NC1=C(O)C(=O)C(c2ccccc2)O1 (centres undefined) was read as p47phox inh -1.2, Runt-SMMHC FRET -6.5, EBV gp42 inh 4.0, PPC-1+TRAIL kill 4.2, zfTRPN1 agonist 0.7, CHOP inhibitor 11.0, MDM2 E3 inh -8.4, TRPML3 agonist 1.1 and TNF necrop inh 1.7.

The order is random. Share with any hit: about 5.9%.
